Compound activity (PubChem BioAssay)
NOD1 inhibition: NOD1 signaling inhibitors, primary screen, cell-based, luminescence, uHTS (AID 1578); inhibition, % at 4 µM; hits with a dose series show EC50 in µM; NOD1-driven NF-kB luciferase reporter cells, luminescence; higher % means a stronger effect; 290,000 tested, 1% active; in the data active means inhibition mostly above about 36%, no sharp cut-off; inactive means mostly below about 34%;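 further: HEK-293T reporter cells stimulated with the NOD1 agonist gamma-tri-DAP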
KOR beta-arrestin-1: kappa opioid receptor blockers – cell-based, luminescence, uHTS (AID 1778); one-dose inhibition, % at 10 µM; IC50 in µM for titrated hits; 290,000 tested, 0.091% active; KOR beta-arrestin recruitment, luminescence, antagonist mode; higher % means a stronger effect; further: strong numbers were not always called active
West Nile virus CPE: West Nile virus antiviral activity, cell-based, CPE readout (AID 1621); CPE inhibition, % at 10 µM, or IC50 in µM where a hit was titrated; West Nile virus-infected cells, CPE inhibition; higher % means a stronger effect; 290,000 tested, 0.02% active; in the data active means a potency from the dose series; inconclusive means CPE inhibition mostly from about 3.7% at the one dose, without a potency; inactive means the rest, 99 in 100 with CPE inhibition below about 2.2%; further: strong numbers were not always called active
Yfh1-off respiration: mitochondrial function rescue without frataxin homolog – Friedreich's ataxia, plus single-dose screen, dose response (AID 1465) | S. cerevisiae Yfh1-off respiration, WST-1 reduction, 72 h; higher fold induction means a stronger effect | fold induction at 50 µM, or EC50 in µM where a hit was titrated | 220,000 tested, 0.074% active;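 active means fold induction of absorbance versus untreated yeast above a set limit, then at least 30% activation at any dose in follow-up; inconclusive means repeats straddling the limit, or above it without dose testing; inactive means fold induction below the set limit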;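 further: activators that raise dye reduction in frataxin-depleted yeast; strong numbers were not always called active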
NS5 inhibitors: Dengue-2 NS5 methyltransferase inhibitors, primary screen, biochemical, confirmation dose response (AID 588689). one-dose inhibition, % at 25 µM; IC50 in µM for titrated hits. Dengue-2 NS5 methyltransferase capping enzyme assay, biochemical; higher % means a stronger effect. 340,000 tested, 0.3% active; in the data active means a potency from the dose series; inconclusive means inhibition above about 29% without an active follow-up result
KOR beta-arrestin-2: KOR agonists, beta-arrestin recruitment, primary screen, cell-based, luminescence, uHTS (AID 1777); KOR beta-arrestin recruitment, luminescence; higher % means a stronger effect; activation, % at 10 µM, or EC50 in µM where a hit was titrated; 280,000 tested, 0.02% active; in the data active means activation above about 50%, passing the limit was not always enough; further: a part of the inactive calls stands beside numbers as strong as those of hits
AID2073: inhibitors of Mint1-CaV2.2 protein interaction, biochemical, HTRF (AID 2073); one-dose inhibition, % at 20 µM; IC50 in µM for titrated hits; HTRF protein-protein interaction, Mint1-CaV2.2; higher % means a stronger effect; 290,000 tested, 0.19% active; in the data active means inhibition mostly above about 51%, no sharp cut-off; inconclusive means no clear call, values can overlap the other calls; inactive means mostly below about 53%; further: some results filed as inactive read as strong as hits
HEK293 NOD2/NF-kB: NOD2 signaling inhibitors, cell-based, luminescence, uHTS, HEK293 (AID 1566) | HEK293 NOD2/NF-kB luciferase reporter, luminescence; higher % means a stronger effect | inhibition, % at 4 µM, or EC50 in µM where a hit was titrated | 290,000 tested, 0.63% active; further: many of its hits are not listed in these tables
HIV peptide binding: cell-free HIV fusion peptide-binding blockers – biochemical, uHTS, fluorescence dequenching, primary screen (AID 1986) | 290,000 tested, 0.3% active | cell-free peptide binding, fluorescence dequenching, 30 min; higher % means a stronger effect | inhibition, % at 20 µM; hits with a dose series show IC50 in µM; in the data active means inhibition mostly above about 52%, no sharp cut-off; inactive means mostly below about 76%; further: some results filed as inactive read as strong as hits
* hit, by the source's call; i = inactive; ? = inconclusive; · = not tested or not shown; [ ] = another dose, or the depositor's remark. Unless noted, no stated cut-off is given here; in the data, active means inhibition above about 50%; inactive means the rest. Some of the compounds tested; count on the stated rates, not on these rows.

Each structure is followed by: NOD1 inhibition	KOR beta-arrestin-1	West Nile virus CPE	Yfh1-off respiration	NS5 inhibitors	KOR beta-arrestin-2	AID2073	HEK293 NOD2/NF-kB	HIV peptide binding
> CCOC(=O)C1(C)NC(c2ccc(N(C)C)cc2)C2C(=O)N(c3ccc(OC)cc3)C(=O)C21 (configuration not stated)
  11%	10%	-0.2%	i	-1%	14%	3%	1%	25%
> CC1(C)CC(=O)c2sc(NS(C)(=O)=O)nc2C1
  8%	-44%	0.0%	i	-4%	7.7%	1%	-5%	2.2%
> Cc1cc(-c2n[nH]c(=S)n2Cc2ccco2)n(C)n1
  -24%	34%	0.5%	i	-5%	-2.0%	-7%	3%	4.0%
> O=C(O)CC(CC(=O)O)(C(=O)O)c1ccccc1
  -5%	16%	-0.3%	i	-3%	-4.8%	5%	13%	-1.0%
> N#Cc1c(C(F)(F)F)cc(-c2cccs2)nc1SCC(=O)O
  4%	-30%	-0.5%	i	-12%	8.8%	2%	-10%	0.8%
> O=C(Nc1ccc(S(=O)(=O)Nc2ccccn2)cc1)c1ccccc1
  -18%	0%	-1.0%	·	1%	-2.2%	8%	11%	0.8%
> CCOC(=O)c1c(NC(=S)NC(C)=O)sc(C)c1C
  -6%	19%	0.3%	i	9%	-3.4%	4%	10%	1.7%
> CC(Oc1ccccc1)C(=O)N1CCN=C1SCc1cccc(F)c1 (configuration not stated)
  1%	0%	0.3%	i	-8%	·	0%	26%	-1.9%
> Cc1cc(C)n(-c2ccc(C(=O)Nc3cccc(S(=O)(=O)N4CCCC4)c3)cc2)n1
  7%	-15%	-0.7%	i	-3%	-3.1%	0%	35%	0.4%
> Cc1nn(-c2ccccc2)c(C)c1C(=O)NCc1ccc(S(N)(=O)=O)cc1
  -29%	-20%	-0.4%	·	4%	3.0%	7%	8%	-1.0%
> C=C1CC[C@@H]2[C@](C)(CO)[C@H](O)CC[C@@]2(C)[C@@H]1/C=C/C1=CCOC1=O
  -2%	-1%	-1.9%	·	-6%	-6.5%	2%	23%	-0.4%
> NS(=O)(=O)c1cccc(NC(=S)NCc2ccccc2)c1
  -16%	18%	0.0%	i	-11%	-4.4%	-14%	6%	-1.8%
> COc1cccc2c1cc1c(=O)n(CC(=O)NCc3ccccn3)nc(C)n12
  0%	-24%	?	·	-10%	-3.4%	8%	5%	-0.5%
> CCCC(=O)NC(C)c1nc2ccccc2n1CC (configuration not stated)
  -19%	-13%	0.2%	i	-1%	-1.0%	3%	-17%	2.8%
> C=CCOCCN(C)C1=NS(=O)(=O)c2ccccc21
  -12%	-9%	-0.2%	i	2%	0.2%	-8%	18%	1.2%
> Fc1ccc(NC(=S)NCCc2ccccc2)c(F)c1F
  27%	-5%	-0.3%	i	-3%	10%	-10%	-9%	-2.0%
> CCOc1ccccc1NC(=O)C1CCCN(S(=O)(=O)c2cccc3cccnc23)C1 (configuration not stated)
  -1%	-2%	-0.4%	i	-4%	-1.9%	3%	4%	-0.6%
> CCN(CC)CCn1c(=S)[nH]c2cc3c(cc2c1=O)OCO3
  25%	-3%	0.1%	i	-6%	-3.9%	-9%	7%	4.3%
> O=C(O)CSc1nc2ccccc2c(=O)[nH]1
  -22%	-31%	-0.4%	i	-6%	0.9%	8%	8%	0.3%
> C=CCN1C(=O)C2C(C(=O)NC3CCCCC3)C3C=CC2(O3)C1C(=O)NC1CCCC1 (configuration not stated)
  -3%	10%	0.2%	i	-10%	6.1%	-2%	-7%	0.5%
> COc1ccc(CNC(=O)[C@@H](NC(=O)C2CCN(C(=O)[C@@H]3CCCN3C(=O)OC(C)(C)C)CC2)C(C)C)cc1
  -11%	-29%[20 µM]	-0.3%	·	-7%	-6.1%	3%	0%	-0.4%
> COC(=O)c1ccc(CNC(=O)COC(=O)CC23CC4CC(CC(Br)(C4)C2)C3)cc1
  34%	-73%	0.6%	i	-2%	5.4%	-5%	17%	-0.4%
> O=C(NCc1cccc(F)c1)C1CCC(=O)N(CCCN2CCOCC2)C1 (configuration not stated)
  5%	11%	-0.1%	·	3%	-1.7%	38%	-10%	0.8%
> c1ccc(COc2ccc(OCCN3CCCC3)cc2)cc1
  -6%	·	-2.3%	i	-9%	-2.6%	9%	19%	0.5%
> COc1ccc(CNC(=O)CN(c2cccc([N+](=O)[O-])c2)S(C)(=O)=O)cc1
  -30%	18%[20 µM]	-1.1%	i	4%	-0.3%	8%	12%	0.0%
> Cc1nc(-c2cc(C#N)c(Sc3ccc(Cl)cc3Cl)nc2C)cs1
  -1%	-6%	-1.0%	i	-2%	4.3%	10%	-6%	7.6%
> O=C(Cn1ncc2c(=O)oc3ccccc3c21)NC1CC1
  -18%	-9%	1.1%	i	5%	-2.8%	-4%	12%	-1.8%
> O=C(NNC(=O)C1CCN(S(=O)(=O)c2ccc(Cl)cc2)CC1)c1ccccc1
  26%	0%	-0.6%	i	-1%	-4.7%	1%	4%	-4.1%
> CCOc1ccc(NC(=S)N2CCCCCC2)cc1
  -20%	-18%	0.9%	i	-2%	4.5%	-16%	-8%	-1.4%
> CCc1ccc(-c2cc3c(=O)n(CC(=O)N4CCCCCC4)nc(C)n3n2)cc1
  -40%	-9%	-0.6%	·	-12%	-8.0%	-1%	3%	8.8%
> CC(C)CNC(=S)NNC(=O)c1csc2c1CCC(C)C2 (configuration not stated)
  1%	-2%	-1.0%	i	-10%	-0.2%	-17%	-10%	0.8%
> O=C(c1ccccc1Br)N1N=C(c2ccccc2)CC1c1ccccc1F (configuration not stated)
  -7%	-6%	-1.3%	·	-5%	4.6%	16%	-18%	0.7%
> CCC(C)NCCOc1ccc(Br)cc1 (configuration not stated)
  -41%	26%	-0.5%	i	1%	-4.2%	4%	-24%	1.5%
> Clc1ccc(OCCSc2ncccn2)c(Br)c1
  -28%	3%[20 µM]	-0.3%	i	-10%	-9.9%	5%	-221%	1.8%
> Cc1nn(C)cc1/C=N/NC(=S)Nc1ccc(Cl)cc1Cl
  40%	25%	-1.2%	i	7%	-4.4%	-16%	0%	-4.7%
> COc1cccc(C(=O)CSc2nccn2C)c1
  -41%	-30%[20 µM]	-0.1%	·	-4%	1.0%	-12%	-14%	1.3%
> Cc1cc(C)c(NC(=O)CS(=O)CC(=O)NCCCc2ccccc2)c(C)c1 (configuration not stated)
  3%	-12%	-0.1%	i	-1%	-0.9%	10%	13%	0.3%
> COc1cc(C2CC(=O)C3=C(C2)Nc2ncnn2C3c2cccs2)cc(OC)c1OC (configuration not stated)
  -13%	-9%	0.0%	i	·	-0.4%	0%	1%	0.0%
> S=C1SCN(Cc2cccnc2)CN1Cc1cccnc1
  3%	6%	?	i	7%	-3.6%	-3%	2%	-0.3%
> Cc1cccc(-n2c(SCC(N)=O)nnc2-c2ccccn2)c1C
  -4%	-30%	0.4%	i	4%	4.9%	-8%	-4%	3.4%
> COc1ccc(C(=O)COC(=O)CCC(=O)c2cccs2)cc1
  -33%	-6%	0.0%	i	-15%	-2.6%	4%	16%	0.6%
> Cc1ccc(C2(CCN)CCOC(C(C)C)C2)cc1 (configuration not stated)
  -32%	-31%	-0.5%	i	5%	-4.0%	6%	-1%	0.9%
> CCCCCc1cc(=O)oc2c(C(CCN3CCCC(C)C3)c3ccc(N(C)C)cc3)c(OC)cc(OC)c12 (configuration not stated)
  -11%	-50%	-1.9%	i	7%	8.4%	17%	8%	-1.0%
> COc1cc(/C=N/O)ccc1Oc1ccc([N+](=O)[O-])cc1[N+](=O)[O-]
  10%	-22%	-0.9%	i	-8%	3.9%	6%	5%	-2.2%
> O=C(NCCN1CCN(c2ccccc2)CC1)C1(S(=O)(=O)c2ccc(Cl)cc2)CC1
  11%	-22%	-0.4%	i	1%	-3.5%	-4%	12%	-2.9%
> N#C/C(=C/c1ccc(N2CCCCC2)o1)C(=O)Nc1ccc(Cl)cc1
  -41%	8%	·	i	-111%	6.5%	-3%	-44%	45%
> CCN(CCn1cccn1)C(=O)CCc1nnc(CCCc2ccccc2)o1
  -64%	-29%[20 µM]	-0.2%	i	-6%	·	4%	-68%	-0.5%
> COc1cc2cc(Oc3ccc4ccc(=O)oc4c3)c(=O)oc2cc1OC(C)=O
  -2%	-19%	-0.6%	i	8%	-3.2%	10%	23%	-1.1%
> CCCc1nc2ccc(NC(=O)NCCC(=O)OCC)cc2c(=O)n1Cc1ccc(Cl)cc1
  -46%	-47%	0.7%	i	-3%	6.0%	2%	-2%	-1.9%
> Cc1nc2c3cc(Cl)ccc3n(CCN3CCOCC3)c2s1
  3%	-10%	-0.1%	i	-9%	3.7%	-18%	2%	0.3%
> CC(=O)NNS(=O)(=O)c1ccc(-c2cc(C(F)(F)F)n(C)n2)s1
  5%	-28%	-0.5%	i	-7%	2.4%	1%	-16%	-0.1%
> CCCCCCC(C)OC(=O)c1ccccc1C(=O)O (configuration not stated)
  -10%	-8%	1.3%	i	-1%	-2.7%	36%	-3%	16%
> C=CCNC(=O)C(=O)NCCCN1CCOCC1
  -25%	-15%[20 µM]	1.0%	i	-12%	-1.2%	4%	-1%	0.9%
> Cc1ccc(N(C(=O)CCCC(=O)Nc2ccccn2)C(C(=O)NC2CCCC2)c2ccc(O)cc2)cc1C (configuration not stated)
  -54%	2%	-0.5%	·	-2%	-1.4%	2%	-1%	-1.0%
> O=C(Cn1cnc2c(nnn2-c2ccc(F)cc2)c1=O)N1CCCc2ccccc21
  -7%	3%	-0.3%	i	0%	-5.1%	-3%	8%	-1.2%
> CCOC(=O)c1c(NC(=O)COc2cccc3c2CCN(CC)C3=O)sc2c1CCC2
  -30%	-12%	-0.7%	i	-3%	0.1%	13%	2%	3.4%
> Cc1c(Br)c(C(F)(F)F)nn1CC(=O)N(C)C1CCCCC1
  0%	38%	-0.8%	·	-10%	-4.1%	11%	17%	6.0%

Three entries from above, ordered by the value under HEK293 NOD2/NF-kB, descending.
molecule | HEK293 NOD2/NF-kB
Cc1ccc(N(C(=O)CCCC(=O)Nc2ccccn2)C(C(=O)NC2CCCC2)c2ccc(O)cc2)cc1C (configuration not stated) | -1%
CCCc1nc2ccc(NC(=O)NCCC(=O)OCC)cc2c(=O)n1Cc1ccc(Cl)cc1 | -2%
CC(=O)NNS(=O)(=O)c1ccc(-c2cc(C(F)(F)F)n(C)n2)s1 | -16%
